RXFP1 agonist: qHTS Assay for Agonists of the Relaxin Receptor RXFP1. Relaxin receptor 1 (Homo sapiens), Q9HBX9. HEK293T-RXFP1 cAMP TR-FRET, 30 min; response scale: percent of porcine relaxin response, buffer zero. Potency, µM (series often up to 57.5 µM), for the others: at the highest dose activation, hits mostly activators. hit rate 0.3% among 370,000. AID 2676, 2010; further: nearly all actives have a fitted effect of over 60% in size; many of its hits are not listed in these tables
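Agonist response is measured as cAMP accumulation in an RXFP1-transfected HEK293T line under PDE4 inhibition. Values are scaled between buffer-only and 29 nM porcine relaxin, and EC50s come from standard Hill equation fits.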
12-LOX inh: Primary qHTS assay for inhibitors of human arachidonate 12S-lipoxygenase (ALOX12): Round 2; Potency, µM (series often up to 108 µM), for the others: at the top dose activity change, negative = inhibition, usual class: inhibitors; purified 12hLO, xylenol orange hydroperoxide absorbance; AID 1671190, 2021; hit rate 1.1% among 580,000
Target sequence (P18054 whole entry, looked up): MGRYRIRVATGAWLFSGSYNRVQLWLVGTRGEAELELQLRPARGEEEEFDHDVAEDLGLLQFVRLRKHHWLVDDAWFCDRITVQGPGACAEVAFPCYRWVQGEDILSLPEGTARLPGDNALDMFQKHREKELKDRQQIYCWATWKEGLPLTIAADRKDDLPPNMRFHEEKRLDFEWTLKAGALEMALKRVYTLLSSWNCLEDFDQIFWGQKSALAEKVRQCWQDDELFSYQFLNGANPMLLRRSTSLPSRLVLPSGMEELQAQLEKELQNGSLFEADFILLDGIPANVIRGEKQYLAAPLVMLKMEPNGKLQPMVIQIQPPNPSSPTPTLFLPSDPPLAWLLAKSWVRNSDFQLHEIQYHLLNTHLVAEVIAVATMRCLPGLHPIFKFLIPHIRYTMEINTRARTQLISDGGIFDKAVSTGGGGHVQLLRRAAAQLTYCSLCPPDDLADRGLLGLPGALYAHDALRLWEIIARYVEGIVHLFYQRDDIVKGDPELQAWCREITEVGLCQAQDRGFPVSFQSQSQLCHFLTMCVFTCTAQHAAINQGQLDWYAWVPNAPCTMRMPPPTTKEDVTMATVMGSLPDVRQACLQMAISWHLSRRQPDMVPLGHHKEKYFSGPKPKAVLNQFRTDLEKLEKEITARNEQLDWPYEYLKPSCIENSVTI
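Hydroperoxide product was detected by ferrous iron/xylenol orange as the 573 to 405 nm absorbance ratio. Arachidonic acid at 40 uM (final) was turned over for 30 min at room temperature by 150 nM human 12hLO, pH 7.0 Hepes buffer, after 15 min compound preincubation.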
The depositor's hits bear a star; ? = inconclusive; & = joins results of further samples; [ ] = dose if it differs, or a comment. The call rests on the fitted dose curve; in most records, active means well fitted curve in the direction sought with a large enough effect; inconclusive means small, poorly fitted or top-dose-only effect, or another doubt; inactive means no such curve, though single readings can be large; an effect the other way counts as inactive or inconclusive. On the % scale 0 is the no-effect control and ±100 the full control effect; potency means the concentration at half of the fitted maximal effect.

smiles	RXFP1 agonist	12-LOX inh
COc1ccc(S(=O)(=O)NC(N)=NCCc2ccc(OC)c(OC)c2)cc1	-2.0%	13%
CCCc1cc(-c2[nH]ncc2-c2ccc3c(c2)OCCCO3)c(O)cc1OC	-2.9%	?
Nc1c(C(=O)NCCc2ccc(Cl)cc2)sc2ccc(S(=O)(=O)N3CCCCC3)cc12	0.2%	-4%
O=C(OCC(=O)N1CCN(c2ccccc2)CC1)c1cnc(Cl)c(Cl)c1	-1.7%	?
CCOc1ccc(NC(=O)CC)cc1	-0.3%	-1%
COc1cc(-c2noc(CCC(N)=O)n2)cc(OC)c1OC	1.2%	13%
COc1ccccc1CNC(=O)c1cccc(-c2ccc(C)c3ccccc23)n1	1.5%	?
COc1cc(/C=C(/C#N)c2nc(-c3cc4ccccc4oc3=O)cs2)cc([N+](=O)[O-])c1O	1.3%	?
O=C(O)CC1NC(=O)N(c2ccccc2)C1=O (configuration not stated)	-0.5%	-15%
O=C(c1cc2ccccc2c(=O)o1)N1CCCC1	1.8%	-15%

Random excerpt: two entries already listed
smiles	RXFP1 agonist	12-LOX inh
CCCc1cc(-c2[nH]ncc2-c2ccc3c(c2)OCCCO3)c(O)cc1OC	-2.9%	?
O=C(c1cc2ccccc2c(=O)o1)N1CCCC1	1.8%	-15%

(listing goes on)
smiles	RXFP1 agonist	12-LOX inh
Cc1c(-c2cc[n+]([O-])cc2)oc2ccc(Br)cc2c1=O	3.7%	?
CNC(=O)c1c(NC(=O)c2ccc(S(=O)(=O)N3CCCC3)cc2)sc2c1CCN(C(C)C)C2	0.7%	?
Cc1nc(C)c(C)nc1C	1.7%	16%[176 µM]
Cc1ccc(N2C(=O)c3cccc4c(C(=O)O)ccc(c34)C2=O)cc1	1.0%	-18%
CCCCC1=NC2(CCCC2)C(=O)N1Cc1ccc(-c2ccccc2-c2nn[nH]n2)cc1	3.1%	-6%
O=C(Nc1ccc(F)cc1F)c1cc2ncc(Br)cn2n1	?	35%[activator]
C=CCOc1cccc(C2C(C(=O)c3ccc(C)o3)=C(O)C(=O)N2c2nnc(C)s2)c1 (configuration not stated)	?	40µM*
CCOc1ccc(-n2c(Cc3cc(=O)[nH]c(=O)[nH]3)nnc2SC(C)C(=O)OC)cc1 (configuration not stated)	1.3%	-5%
COc1ccc(S(=O)(=O)NCc2ccc(C(=O)NCc3cccnc3)cc2)cc1	1.1%	?
O=C(Sc1cccc2cccnc12)c1ccc(F)cc1	0.9%	1%

Later entries
smiles	RXFP1 agonist	12-LOX inh
CC(C)/C=C/CN1CCC(Oc2ccc(C(=O)N3CCCC3)cc2)CC1	-0.1%	-9%
CCSCc1nnc(SCC(=O)Nc2nc(C)cs2)n1C	0.6%	-5%
CC1NC(=O)c2ccccc2-n2c1nc1cc(F)ccc1c2=O (configuration not stated)	-2.1%	-3%
O=C(O)Cc1cc(I)c(Oc2ccc(O)c(I)c2)c(I)c1	0.9%	?
O=C(Oc1ccccc1O)c1cccc2ccccc12	0.6%	-24%
O=C(NC(=O)c1ccccc1)Nc1ccccn1	-0.6%	471%[activator]
O=C(CCc1ccc(S(=O)(=O)NCCc2ccccc2)cc1)N1CCN(Cc2ccc3c(c2)OCO3)CC1	0.0%	0%
Cc1ccc(C2CC(c3cccs3)=NN2C(=O)CSc2nc(=O)n3ccc(C)cc3n2)cc1 (configuration not stated)	2.7%	?
CCCCCCN(C(=O)CCCCCN1C(=O)NC(c2cccc([N+](=O)[O-])c2)C(C(=O)OCc2ccccc2)=C1C)C(C(=O)NCCCC)c1ccc(OCC(=O)OC)c(C(=O)OC)c1 (configuration not stated)	6.3%	-17%
CCn1c(SCC(=O)Nc2cc(NC(C)=O)ccc2OC)nnc1-c1ccncc1	-1.0%	14%

Some of these compounds in order of number of heavy atoms, ascending.
smiles	RXFP1 agonist	12-LOX inh
CCSCc1nnc(SCC(=O)Nc2nc(C)cs2)n1C	0.6%	-5%
CC1NC(=O)c2ccccc2-n2c1nc1cc(F)ccc1c2=O (configuration not stated)	-2.1%	-3%
CCn1c(SCC(=O)Nc2cc(NC(C)=O)ccc2OC)nnc1-c1ccncc1	-1.0%	14%
O=C(CCc1ccc(S(=O)(=O)NCCc2ccccc2)cc1)N1CCN(Cc2ccc3c(c2)OCO3)CC1	0.0%	0%
CCCCCCN(C(=O)CCCCCN1C(=O)NC(c2cccc([N+](=O)[O-])c2)C(C(=O)OCc2ccccc2)=C1C)C(C(=O)NCCCC)c1ccc(OCC(=O)OC)c(C(=O)OC)c1 (configuration not stated)	6.3%	-17%

(list continues)
smiles	RXFP1 agonist	12-LOX inh
COc1cc(OC)c(C2CC(=O)N3CN(c4ccccc4C)CSC3=C2C#N)cc1OC (configuration not stated)	3.9%	-12%
Nc1c(S(=O)(=O)c2cccs2)c2nc3ccccc3nc2n1CCc1ccccc1	0.6%	0%
O=C(NCc1ccco1)c1ccc2c(=O)n(-c3ccccc3)c(=O)n(Cc3cccc(F)c3)c2c1	2.6%	0%
CCOC(=O)c1c(NC(=O)CSc2nc3cc(Cl)ccc3s2)sc(C(C)=O)c1C	2.3%	-15%
O=C(NNc1nc(N2CCOCC2)nc(N2CCOCC2)n1)Nc1ccc(Cl)cc1	1.6%	-20%
Cc1ccc(C(=O)Nc2ccc3c(c2)OCO3)cc1Cl	7.0%	5%
CCCOc1ccc(/C(O)=C2/C(=O)C(=O)N(CCOC)C2c2cccnc2)cc1 (configuration not stated)	0.1%	0%
COc1cc(OC)cc(C(=O)NCCSCc2ccco2)c1	0.0%	?
COc1ccc(OCC(=O)NNC(=S)NC(=O)C2CCCCC2)cc1	0.2%	?
Cc1ccc(C(=O)NC(=S)N(C)C2CCCCC2)cc1Br	-2.2%	?

(next part)
smiles	RXFP1 agonist	12-LOX inh
O=C(N/N=C/c1ccncc1)c1cccc([N+](=O)[O-])c1	-0.5%	1%
Cc1ccc2[nH]c3c(c2c1)CN(C(=O)CN1CCSCC1)CC3	-0.1%	142%[activator]
O=C(CSc1nnc(NC(=O)c2ccccc2Cl)s1)Nc1ccc2c(c1)oc1ccccc12	0.4%	-23%
Cc1ccnc(NS(=O)(=O)c2cc(C(F)(F)F)ccc2Cl)c1	-1.0%	-18%
Cc1ccc(/C=N/NC(=O)c2c(-c3ccccc3)noc2C)c(O)c1	-1.0%	?
Cc1cc(C)c(NS(=O)(=O)c2ccc(NC(=O)/C=C/C(=O)O)cc2)c(C)c1	2.1%	?
CCOc1ccc(S(=O)(=O)n2ccnc2C)cc1	-0.5%	5%
COc1ccc(Nc2nc(Cl)nc(N3CCN(c4ccc(OC)cc4)CC3)n2)cc1	1.0%	-22%
CN1CCN(NC(=O)CN2C(=O)/C(=C/c3ccccc3F)SC2=S)CC1	1.3%	-7%
O=C(CN1CCSCC1)N/N=C/c1ccc(Cl)cc1	0.7%	-17%

Remaining list, next part.
smiles	RXFP1 agonist	12-LOX inh
CCN(CC)CCN1C(=O)C(=O)/C(=C(/O)c2ccc(OCC(C)C)cc2)C1c1ccncc1 (configuration not stated)	0.6%	0%
CC(=O)OCC(CCn1cnc2cnc(N)nc21)COC(C)=O	?	12%
Cc1ccc(NC(=O)N(Cc2ccco2)Cc2cc3cc(C)cc(C)c3nc2Cl)cc1	-0.9%	11%
Cc1cccc(/C=C2/Sc3ccc(C(=O)NCCCN4CCOCC4)cc3NC2=O)c1	0.3%	-19%
CC(c1ccccc1)n1c(NCCCn2ccnc2)nc2c1c(=O)[nH]c(=O)n2C (configuration not stated)	3.8%	0%&-10%
CC(=O)C1=C(O)C(=O)N(c2cccnc2)C1c1ccc([N+](=O)[O-])cc1 (configuration not stated)	-2.7%	-19%
CC(=O)NC(Cc1ccccc1C)C(=O)NC1CCN(c2ncccc2[N+](=O)[O-])CC1 (configuration not stated)	-0.4%	-9%
COc1ccccc1/C=N/N1C(=O)C(CC(=O)Nc2ccc([N+](=O)[O-])cc2OC)SC1=Nc1cccc(C)c1C (configuration not stated)	-1.7%	-14%
CCn1c(C)nc2cc(C(=O)NNC(=O)Nc3ccc(Cl)c(Cl)c3)ccc21	-0.8%	-3%
Cc1nn(-c2ccccc2)c(C)c1-c1cc(C(=O)N/N=C/c2cccnc2)[nH]n1	-1.0%	-24%

The list continues:
smiles	RXFP1 agonist	12-LOX inh
CC(=O)Nc1cccc(Cn2cccn2)c1	0.3%	-16%
Cc1ccc2c(c1)c1ncnc(N3CCC4(CC3)OCCO4)c1n2C	3.6%	20%
COc1ccc(OC)c(N=C2SCCCN2C(=O)c2ccc(N3C(=O)CCC3=O)cc2)c1	-1.1%	7%
COc1ccc(-n2c(=S)[nH]c3cc(C(=O)Nc4ccccc4OC)ccc3c2=O)cc1	3.2%	-12%
O=C(O)c1cc(-c2c[nH]c3ccccc23)nc2cc3ccccc3cc12	0.0%	13µM*
COc1cc(C(=O)NS(=O)(=O)c2ccccc2C)ccc1Cc1cn(C)c2ccc(NC(=O)OC3CCCC3)cc12	-1.1%	3%[57.4 µM]
CCOC(=O)Cn1c(=O)c2c(nc3n2CCN3c2ccc(C)cc2)n(C)c1=O	0.0%	-9%
O=C(NCC(=O)N(c1cccnc1)C(C(=O)NC1CCCC1)c1ccc(F)cc1)c1ccco1 (configuration not stated)	2.1%	3%
COc1cccc(N2CCN(c3ncnc4c3[nH]c3ccccc34)CC2C)c1 (configuration not stated)	0.1%	?
Cc1ccc2[nH]c3c(c2c1)CN(C(=O)CN1CCN(C(=O)c2ccco2)CC1)CC3	2.7%	?

Other compounds
smiles	RXFP1 agonist	12-LOX inh
CSCCC(N=Cc1c(O)n(-c2ccc(F)cc2)c(=O)[nH]c1=O)C(=O)O (configuration not stated)	1.5%	6%
O=C(CCl)N1c2ccccc2CCc2ccccc21	-0.4%	?
O=C(N/N=C/c1ccc2nccnc2c1)c1ccccc1O	1.1%	0%
CCCCC(=O)Nc1cccc(C(C)O)c1 (configuration not stated)	1.0%	-6%
COc1cc(C2NCCc3c2[nH]c2ccccc32)ccc1OC(C)C (configuration not stated)	-1.0%	-16%
O=C(OCc1nc2ccccc2s1)[C@@H]1CCCN1S(=O)(=O)c1ccccc1F	-2.0%	0%
CCCCN(C(=O)c1cccc(-n2cccc2)c1)c1c(N)n(Cc2ccccc2)c(=O)[nH]c1=O	-0.5%	-28%
Cc1ccc(-c2cc(C(=O)N/N=C/c3c(C)nn(-c4ccccc4)c3C)[nH]n2)cc1	0.8%	9%
CCCC(=O)NCc1ccncc1	0.6%	3%
C=CCn1cnc2c(c1=O)c1nc3ccccc3nc1n2-c1ccc(C)cc1	2.1%	-16%

(next part)
smiles	RXFP1 agonist	12-LOX inh
C/C(=N\NC(=O)Cc1c(C)[nH][nH]c1=O)c1ccc2ccccc2c1	-0.2%	1%
COc1ccc(NC(=O)c2ccc3c(SCC(=O)O)c4c(nc3c2)CCCC4)cc1Cl	2.7%	0%
Cc1[nH][nH]c(=O)c1N=Nc1ccccc1C#N	1.8%	?
CCc1ccc(NC(=O)c2nc(S(=O)(=O)Cc3ccccc3)ncc2Cl)cc1	0.3%	14%
CCn1c(SCC(=O)N/N=C/C=C/c2ccccc2[N+](=O)[O-])nnc1-c1ccc(Cl)cc1	0.1%	-9%
COc1cc2nc3c4ccccc4n(CC#N)c3nc2cc1OC	2.4%	-1%
Cc1ccc2c(c1)NC(=O)c1cccc([N+](=O)[O-])c1CO2	2.3%	-17%
CCOC(=O)c1cnc2c(N=Nc3cccc(Cl)c3)c(N)nn2c1N	0.4%	-1%
COC(=O)Nc1nc2ccc(C(=O)c3ccc(F)cc3)cc2[nH]1	?	-9%[57.4 µM]
CCN1C(=O)[C@H]2[C@@H](c3ccc(-c4ccc(F)cc4)c(OC)c3)N[C@@](CC(C)C)(C(=O)OC)[C@H]2C1=O	-1.3%	-13%

The listing continues.
smiles	RXFP1 agonist	12-LOX inh
O=C(CN1C(=O)c2ccccc2C1=O)Nc1nc(-c2cccc([N+](=O)[O-])c2)cs1	1.4%	5%
COc1cc([N+](=O)[O-])ccc1NC(=O)CSc1nc2ccccc2n1-c1ccccc1	5.8%	0%
Cc1ccc2nc(C)c(CN3CCN(c4ccc([N+](=O)[O-])cc4Cl)CC3)n2c1	0.2%	-15%
Cc1ccc(NCc2nnc(SCC(N)=O)n2CCc2ccccc2)cc1	-0.9%	0%
COc1ccc(CC(NC(C)=O)C(=O)NC2CCN(c3c(Cc4ccccc4)c(C)nc4ncnn34)CC2)cc1OC (configuration not stated)	1.4%	-6%
O=c1c2ccccc2c(C=Nc2ccc(S(=O)(=O)Nc3ncccn3)cc2)c(O)n1-c1cccc(Cl)c1	3.5%	0%
O=C(Cc1ccc(Cl)cc1)NNC(=O)C1CC=CCC1C(=O)O (configuration not stated)	11%	8%
Cc1ccc(N(CCC(=O)Nc2nnc(C3CC3)s2)S(=O)(=O)c2ccccc2)cc1	7.1%	-10%
NC1=NC(c2cn[nH]c2-c2ccc(F)cc2)n2c(nc3ccccc32)N1 (configuration not stated)	1.9%	4%
COCc1cc(C)nc(OCC(=O)N/N=C/c2ccc(-c3cccc([N+](=O)[O-])c3)o2)c1C#N	0.6%	-31%

Assay outcomes as filed in PubChem BioAssay.

The list is partial; count on the stated rates, not on these rows.
